Assay outcomes from PubChem.
LDHA block: blocks human lactate dehydrogenase A. activity change, % (values are at about 110 or 230 µM). 480,000 compounds, 0.15% hits. purified LDHA, NADH/diaphorase-resazurin fluorescence; hits give low values. P00338; in the data active means activity change below about -30%; inconclusive means mostly about -25% to -30%;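 further: plate controls were DMSO wells for no effect and wells without enzyme for full effect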
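Remaining NADH was detected by diaphorase (0.133 mg/mL) converting 37 µM resazurin to fluorescent resorufin, read at 0 and 20 minutes. The preceding 5-minute room-temperature reaction used 2 nM LDHA, 0.2 mM sodium pyruvate and 0.06 mM NADH at pH 7.4.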
12-LOX inh: blocks human arachidonate 12S-lipoxygenase | P18054 | purified 12hLO, xylenol orange hydroperoxide absorbance | Potency, µM (series often up to 108 µM), for the others: top-dose activity change, negative = inhibition, actives largely listed as inhibitors | 580,000 compounds, 1.1% hits; active means well fitted inhibition curve with a large enough effect; inconclusive means small, poorly fitted or top-dose-only effect, or another doubt; inactive means no such curve, though single readings can be large or run the other way; further: potency means the concentration at half of the fitted maximal effect
Target sequence (P18054 whole entry, looked up): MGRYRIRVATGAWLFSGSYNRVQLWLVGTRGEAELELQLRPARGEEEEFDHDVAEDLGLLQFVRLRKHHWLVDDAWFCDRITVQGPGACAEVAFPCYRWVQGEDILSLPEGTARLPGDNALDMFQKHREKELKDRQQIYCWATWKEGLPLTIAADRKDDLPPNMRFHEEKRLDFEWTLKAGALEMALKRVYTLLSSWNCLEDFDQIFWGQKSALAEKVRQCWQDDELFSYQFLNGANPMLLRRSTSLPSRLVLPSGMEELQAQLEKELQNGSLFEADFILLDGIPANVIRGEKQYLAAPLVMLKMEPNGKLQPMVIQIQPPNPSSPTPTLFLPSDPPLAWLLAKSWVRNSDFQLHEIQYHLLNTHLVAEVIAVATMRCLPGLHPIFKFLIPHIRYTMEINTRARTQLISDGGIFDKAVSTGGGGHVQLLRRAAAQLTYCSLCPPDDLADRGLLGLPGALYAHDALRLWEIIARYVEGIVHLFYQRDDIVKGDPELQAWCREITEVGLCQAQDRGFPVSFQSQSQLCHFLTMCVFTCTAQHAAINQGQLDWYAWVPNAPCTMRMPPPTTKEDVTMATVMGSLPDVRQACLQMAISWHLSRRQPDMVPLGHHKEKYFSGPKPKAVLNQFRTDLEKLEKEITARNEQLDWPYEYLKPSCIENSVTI
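Hydroperoxide product was detected by ferrous iron/xylenol orange as the 573 to 405 nm absorbance ratio. Arachidonic acid at 40 uM (final) was turned over for 30 min at room temperature by 150 nM human 12hLO, pH 7.0 Hepes buffer, after 15 min compound preincubation.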
Active calls of the source: *; ? = inconclusive; [ ] = dose if it differs, or a comment. Unless noted, on the % scale 0 is the no-effect control and ±100 the full control effect. This is a subset. The share of hits here may be higher or lower than overall.

COc1ccc(-c2nc(SCC(=O)c3ccc(Cl)cc3)n[nH]2)cc1
  LDHA block: 4	12-LOX inh: ?
CCOC(=O)c1sc2nc(C(C)N3CCCC3)[nH]c(=O)c2c1C (stereo unspecified)
  LDHA block: 12	12-LOX inh: 35%
Cc1ccc(C)c(OCCCOc2ccc(Cl)cc2/C=N/NC(N)=O)c1
  LDHA block: 0	12-LOX inh: -8%
CNc1snc(C)c1C(=O)OC(C)C(=O)NC1CCCCC1 (stereo unspecified)
  LDHA block: 4	12-LOX inh: 5%
COc1ccc(Nc2cc(C)nc(Nc3ccc(NC(=O)C4CCCCC4)cc3)n2)cc1
  LDHA block: 4	12-LOX inh: ?
N#CC(=Cc1ccc(-c2ccccc2)cc1)C(=O)c1ccccc1
  LDHA block: -2	12-LOX inh: ?
CN(C)CCCOc1ccc(-c2ccc3nncn3c2)cn1
  LDHA block: -3	12-LOX inh: 3%
O=C(OCC(=O)N1CCCCCC1)c1cnc2ccccc2n1
  LDHA block: -2	12-LOX inh: -18%
C=C(C)CN1CCN(Cc2ccc(C#N)cc2)CC1
  LDHA block: 0	12-LOX inh: 2%
CC1(C)CC(=O)C2=C(C1)N(c1ccccc1C(F)(F)F)C(N)=C(C#N)C21C(=O)Nc2ccc(F)cc21 (stereo unspecified)
  LDHA block: 1	12-LOX inh: 16%
COc1ccc(/C=C(/C#N)C(=O)Nc2cccc3ncccc23)cc1
  LDHA block: 34	12-LOX inh: -1%
Fc1cccc(NC(=S)NCc2cccs2)c1
  LDHA block: -8	12-LOX inh: ?
CC(C)NC(=O)C(=O)NCCc1c[nH]c2ccccc12
  LDHA block: 1	12-LOX inh: 0%
CCN(CC)C(=O)COc1cc(O)c2c(=O)cc(-c3ccccc3)oc2c1
  LDHA block: 2	12-LOX inh: ?
CCCn1c(NC(=O)CCOc2ccccc2)nc2ccccc21
  LDHA block: -3	12-LOX inh: 2%
COc1cc(NC(=O)C2(C)CCN2C(=O)C(C)C)cc(OC)c1OC (stereo unspecified)
  LDHA block: -3	12-LOX inh: -5%
COc1ccc(C(C)(O)c2nc(-c3cccc(C(C)C)c3)cs2)cc1 (stereo unspecified)
  LDHA block: 0	12-LOX inh: -2%
Cn1c(=O)c(-c2noc(C(=O)N3CCC(c4ccccc4)C3)n2)nn(-c2ccc(F)cc2)c1=O (stereo unspecified)
  LDHA block: -9	12-LOX inh: -55%
CC(C)C[C@@H](CN1CCC[C@@H]1CN1C(=S)NC[C@@H]1Cc1ccccc1)N1C[C@H](Cc2ccc(O)cc2)N(CCc2ccccc2)C1=S
  LDHA block: -4	12-LOX inh: -6%
COc1cc(C#N)ccc1OCc1ccc(F)cc1Cl
  LDHA block: 6	12-LOX inh: -9%
O=C(NCc1ccccc1Cl)[C@H]1CCCN1C(=O)[C@H]1CCCN1C(=O)c1cccc2ccccc12
  LDHA block: -4	12-LOX inh: ?
CCOc1ccc(Cn2c(=O)c3sccc3n(CC(=O)NCc3ccc4c(c3)OCO4)c2=O)cc1
  LDHA block: 1	12-LOX inh: -3%
COc1ccc(CNC(=O)CSc2cc(C)nc3c(-c4ccccc4OC)c(C)nn23)cc1
  LDHA block: 0	12-LOX inh: -9%
CCCCNC(=O)C(NC(=O)c1cccnc1OC)C(=O)c1ccccc1 (stereo unspecified)
  LDHA block: -8	12-LOX inh: -2%
Cc1cc(C(=O)OCc2cccc(C#N)c2)c(C)o1
  LDHA block: 5	12-LOX inh: -9%

An excerpt of these results, with two lines to a compound.
Results follow in this order: LDHA block, 12-LOX inh
- CC1(C)CC(=O)C2=C(C1)N(c1ccccc1C(F)(F)F)C(N)=C(C#N)C21C(=O)Nc2ccc(F)cc21 (stereo unspecified)
  1, 16%
- O=C(NCc1ccccc1Cl)[C@H]1CCCN1C(=O)[C@H]1CCCN1C(=O)c1cccc2ccccc12
  -4, ?
- COc1ccc(/C=C(/C#N)C(=O)Nc2cccc3ncccc23)cc1
  34, -1%
- C=C(C)CN1CCN(Cc2ccc(C#N)cc2)CC1
  0, 2%
- CC(C)NC(=O)C(=O)NCCc1c[nH]c2ccccc12
  1, 0%
- CC(C)C[C@@H](CN1CCC[C@@H]1CN1C(=S)NC[C@@H]1Cc1ccccc1)N1C[C@H](Cc2ccc(O)cc2)N(CCc2ccccc2)C1=S
  -4, -6%
- Fc1cccc(NC(=S)NCc2cccs2)c1
  -8, ?

(list continues)
Cc1ccc(C2C(C(=O)c3cccs3)=C(O)C(=O)N2c2nncs2)cc1 (stereo unspecified)
  LDHA block: 5	12-LOX inh: 2.2µM*
Cc1cc(C)cc(NC(=O)C(Sc2nnc(-c3ccoc3C)o2)c2ccccc2)c1 (stereo unspecified)
  LDHA block: 0	12-LOX inh: ?
CCCCN(C)S(=O)(=O)c1ccc(NC(=O)Cc2nc(-c3ccccc3)oc2C)cc1
  LDHA block: 9	12-LOX inh: 17%
Cn1c(=O)c2c(-c3ccccc3)n3c(c2n(C)c1=O)C(c1ccc(C#N)cc1)Nc1ccccc1-3 (stereo unspecified)
  LDHA block: 19	12-LOX inh: -59%
CN(CC(=O)NC(=O)NCc1ccco1)Cc1cccs1
  LDHA block: 1	12-LOX inh: 0%
CCCCC[C@@H](C)N1C[C@H](COCc2ccccc2)Oc2cc(N3CC[C@@H](N(C)C)C3)ccc2S1(=O)=O
  LDHA block: 2	12-LOX inh: ?
CC(C)(C)c1ccc(CC(=O)N2CCC2(C)C(=O)NS(=O)(=O)c2cccs2)cc1 (stereo unspecified)
  LDHA block: 2	12-LOX inh: -15%
COc1ccc(Nc2nc(N3CCOCC3)c3cnn(C)c3n2)cc1
  LDHA block: 3	12-LOX inh: 10%
Cc1ccc(NC2=C(C(=O)N3CCOCC3)S(=O)(=O)c3ccccc32)cc1F
  LDHA block: -1	12-LOX inh: -2%
O=C(NCc1cc(Cl)cc(Cl)c1)c1ccc2nc([C@H]3C[C@H](O)[C@@H](CO)O3)[nH]c2c1
  LDHA block: -4	12-LOX inh: 2%
COc1cc(/C=C/C(=O)c2ccc3c(c2)OCCO3)cc2c1OCO2
  LDHA block: 24	12-LOX inh: ?
CC(C)=CC(=O)NC1CCCc2ccccc21 (stereo unspecified)
  LDHA block: 3	12-LOX inh: -20%
CC(OC(=O)C1=CN2CCS(=O)(=O)N=C2C=C1)C(=O)Nc1ccccc1 (stereo unspecified)
  LDHA block: -3	12-LOX inh: ?
Cc1noc(Cn2c(=O)c(C#N)cn(C3CC3)c2=O)n1
  LDHA block: -16	12-LOX inh: 10%
Cc1ccc(C)c(C(=O)COC(=O)c2ccccc2C)c1
  LDHA block: 5	12-LOX inh: -7%
Cc1ccc(S(=O)(=O)CC(=O)Nc2cc(C(C)C)no2)cc1
  LDHA block: -1	12-LOX inh: ?
COc1ccc(-c2ccc(C(=O)NCCN(C)C)c3occc23)c(C)c1
  LDHA block: -7	12-LOX inh: ?
COC(=O)CNC(=O)Cn1ccc2ccc(Cl)cc21
  LDHA block: 6	12-LOX inh: -6%
Nc1nc(CSc2nnnn2-c2ccccc2)nc2ccccc12
  LDHA block: 6	12-LOX inh: 7%
COc1ccc2oc(=O)c(S(=O)(=O)c3ccc(C)c(C)c3)cc2c1
  LDHA block: 2	12-LOX inh: ?
Cc1ccc2c(Cl)cc(Cl)c(OCC(=O)N3CCCCC3)c2n1
  LDHA block: 27	12-LOX inh: -3%
Cc1c(C(=O)NCc2ccc3c(c2)OCCO3)sc(=O)n1Cc1ccccc1F
  LDHA block: -3	12-LOX inh: 5%
Cc1cccc(NC(=O)COc2ncnc3ccccc23)c1C
  LDHA block: -9	12-LOX inh: -8%
Cc1oc(-c2ccccc2)nc1C(=O)Nc1ccc(F)c(F)c1
  LDHA block: -2	12-LOX inh: 1%
CCn1cnc2c1c(=O)n(CC(=O)OCCOc1ccc(C)cc1)c(=O)n2Cc1ccccc1
  LDHA block: 4	12-LOX inh: 9%

CCc1ccc(C(C)NC(=O)CN(C)c2ncnc3nc[nH]c23)cc1 (stereo unspecified)
  LDHA block: -2	12-LOX inh: -5%
Cc1c(Cl)cccc1-n1cccc1C=O
  LDHA block: -7	12-LOX inh: -10%
COc1ccc(NC(=O)C2(C)Cc3c(-c4cccc(C(F)(F)F)c4)ccnc3O2)cn1 (stereo unspecified)
  LDHA block: 2	12-LOX inh: 2%
CCCNc1nc2ccccc2nc1C(=O)Nc1cccc(C)c1
  LDHA block: -1	12-LOX inh: 8%
CN(C)CCN(Cc1ccccc1)C(c1ccnc2ccccc12)c1nnnn1-c1ccc2c(c1)OCCO2 (stereo unspecified)
  LDHA block: 1	12-LOX inh: -1%
CCc1ccc(C(NC(=O)c2ccc3c(c2)NC(=O)CS3)c2cccs2)cc1 (stereo unspecified)
  LDHA block: 4	12-LOX inh: 54%
COc1ccc(/C=C(\C#N)c2nc3ccc(C)cc3[nH]2)cc1OC
  LDHA block: 7	12-LOX inh: 5%
COc1ccc2c(C)c(CC(=O)NCCc3ccc(F)cc3)c(=O)oc2c1
  LDHA block: 0	12-LOX inh: 8%
COc1ccccc1NC(=O)c1cc(-c2ccco2)nc2ccccc12
  LDHA block: -17	12-LOX inh: 16µM*
CCOP(=O)(OCC)c1nc(Cc2ccc(OC)cc2)oc1NCc1cccnc1
  LDHA block: 9	12-LOX inh: ?
Cn1c(=O)c2c(ncn2CC(=O)Nc2nc(-c3ccc(-c4ccccc4)cc3)cs2)n(C)c1=O
  LDHA block: -17	12-LOX inh: -14%
CO[C@H]1CN(C)C(=O)c2ccc(NC(=O)NC(C)C)cc2OC[C@H](C)NC[C@H]1C
  LDHA block: -2	12-LOX inh: -14%
Cn1nc(C(=O)Nc2cccc(I)c2)c2ccccc2c1=O
  LDHA block: 4	12-LOX inh: ?
COC(=O)[C@@]12C[C@@H](CC(=O)N3CCSCC3)C(=O)N(Cc3ccc4c(c3)OCO4)C1=CCC(C)(C)C2
  LDHA block: 0	12-LOX inh: -1%
COc1ccc(-n2nnnc2C2c3ccccc3C(=O)N2C2CCN(Cc3ccccc3)CC2)cc1 (stereo unspecified)
  LDHA block: 4	12-LOX inh: -12%
O=C(Cn1cnc(S(=O)(=O)N2CCCC2)c1)Nc1cccc(-c2ccno2)c1
  LDHA block: 1	12-LOX inh: 0%
Cc1ccc(CNc2nc3c(c(=O)[nH]c(=O)n3C)n2Cc2cccc(C)c2)cc1
  LDHA block: 2	12-LOX inh: 9%
O=C(O)/C=C/c1cccc(Br)c1
  LDHA block: -5	12-LOX inh: ?
COCCNc1oc(-c2ccccc2)nc1S(=O)(=O)c1ccc2c(c1)OCCO2
  LDHA block: -1	12-LOX inh: ?
Cc1ccc(OCc2cc(=O)n3oc(C)cc3n2)c(NC(=O)c2ccccc2C(F)(F)F)c1
  LDHA block: -2	12-LOX inh: -10%
COc1cccc(-c2noc(-c3cc4cc(Cl)ccc4oc3=O)n2)c1OC
  LDHA block: -2	12-LOX inh: 3%
COC(=O)c1ccc(C2C3=C(CC(C)(C)CC3=O)Nc3c2c(=O)n(C)c(=O)n3C)cc1 (stereo unspecified)
  LDHA block: 23	12-LOX inh: -5%
CC(Sc1nnc(-c2cccs2)n1C1CC1)C(=O)NC1(C#N)CCCCC1 (stereo unspecified)
  LDHA block: -10	12-LOX inh: 6%
COc1ccc2cc(CNC(=O)CNC(=O)c3ccc(C)c(C)c3)ccc2c1
  LDHA block: -1	12-LOX inh: -29%
CCc1ccc(OCc2nnc(SCC(=O)C(C)(C)C)n2CC(C)C)cc1
  LDHA block: 1	12-LOX inh: -2%

Record cards (already shown). Order of screens: LDHA block, 12-LOX inh
Cc1ccc(CNc2nc3c(c(=O)[nH]c(=O)n3C)n2Cc2cccc(C)c2)cc1 is listed with 2, 9%
CCc1ccc(OCc2nnc(SCC(=O)C(C)(C)C)n2CC(C)C)cc1 is listed with 1, -2%

(further entries)
Cc1noc(C)c1CS(=O)(=O)c1cc(F)ccc1F
  LDHA block: -5	12-LOX inh: 2%
Cc1c(C(=O)NCc2ccc3c(c2)OCO3)sc(=O)n1Cc1cccc(F)c1
  LDHA block: 0	12-LOX inh: -14%
Cc1ccc(NC(=O)CSc2nc(C)c(C)n2C2CCCC2)cc1S(=O)(=O)N1CCOCC1
  LDHA block: 4	12-LOX inh: 5%
CCc1ccc([C@H]2[C@@H]3C(=O)C[C@@H]4C(=O)NC(=O)[C@@H]4[C@@H]3CN2S(=O)(=O)c2ccc(C)cc2)cc1
  LDHA block: -3	12-LOX inh: 0%
CCOC(=O)c1cnc2ccc(C)cc2c1Nc1ccccc1OCC
  LDHA block: 8	12-LOX inh: ?
CCCn1nc(C(=O)Nc2ccc(OCC(C)C)c(Cl)c2)c2ccccc2c1=O
  LDHA block: 1	12-LOX inh: 3%
O=C(Nc1nnc([C@@H]2C[C@H](O)[C@@H](CO)O2)s1)Nc1cccc(Cl)c1Cl
  LDHA block: -8	12-LOX inh: 11%
CCOC(=O)C(C)Oc1cccc2c(=O)n(CC(=O)Nc3ccc(OC)cc3)ccc12 (stereo unspecified)
  LDHA block: -9	12-LOX inh: ?
O=C(NCC1CC1)C(=O)Nc1cccc2[nH]ccc12
  LDHA block: 8	12-LOX inh: 18%
CC(=O)c1ccc(NC(=O)[C@H](C(C)C)n2nnc3ccccc3c2=O)cc1
  LDHA block: 4	12-LOX inh: ?
CC(=O)c1ccc(NC(=O)CSc2nc(=O)[nH]nc2C)cc1
  LDHA block: 1	12-LOX inh: 37%[activator]
COc1cc(Cl)c(C)cc1NC(=O)CN1CCN(S(=O)(=O)Cc2ccccc2)CC1
  LDHA block: 12	12-LOX inh: 4%
CC(C)n1c(SCC(=O)N2CCN(c3ccccc3)CC2)nnc1-c1ccco1
  LDHA block: 1	12-LOX inh: -5%
